Screening data (PubChem BioAssay)
RXFP1 antag – RXFP1 (human) relaxin receptor antagonism. AID 1259400. activity change, negative = inhibition, % at 57.5 µM. HEK293-RXFP1, relaxin-stimulated cAMP HTRF, 30 min; stronger effect = lower value. 350,000 compounds, 0.59% hits. Q9HBX9;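 active = activity change of -60% or lower, but not beyond a set lower limit; inconclusive = change between -60% and -40%, or beyond the set limit; inactive = change above -40%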; also: % is scaled to controls: 0 for no effect and ±100 for the full control effect
Target sequence (Q9HBX9 whole entry, looked up): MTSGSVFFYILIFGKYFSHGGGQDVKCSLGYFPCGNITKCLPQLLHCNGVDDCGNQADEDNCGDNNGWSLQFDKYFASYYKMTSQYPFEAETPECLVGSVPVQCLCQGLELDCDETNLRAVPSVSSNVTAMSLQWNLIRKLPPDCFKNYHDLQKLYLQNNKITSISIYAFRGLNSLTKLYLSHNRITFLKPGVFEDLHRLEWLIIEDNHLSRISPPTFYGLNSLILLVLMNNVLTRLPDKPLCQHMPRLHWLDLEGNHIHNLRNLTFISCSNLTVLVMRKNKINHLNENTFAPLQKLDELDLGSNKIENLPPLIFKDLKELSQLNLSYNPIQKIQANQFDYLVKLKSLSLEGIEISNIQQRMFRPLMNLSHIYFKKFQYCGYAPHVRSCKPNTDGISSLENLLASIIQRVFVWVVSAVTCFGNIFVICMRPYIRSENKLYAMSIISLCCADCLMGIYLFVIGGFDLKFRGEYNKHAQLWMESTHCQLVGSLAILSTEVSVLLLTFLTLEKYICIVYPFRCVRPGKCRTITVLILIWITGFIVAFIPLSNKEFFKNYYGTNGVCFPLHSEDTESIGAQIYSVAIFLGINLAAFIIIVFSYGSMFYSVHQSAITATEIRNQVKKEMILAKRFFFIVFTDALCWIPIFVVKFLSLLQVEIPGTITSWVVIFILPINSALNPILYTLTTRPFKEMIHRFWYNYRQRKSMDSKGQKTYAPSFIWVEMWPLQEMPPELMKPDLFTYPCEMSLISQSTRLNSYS
APE1 inh – APE1 (human) endonuclease inhibition | P27695 | recombinant APE1, TAMRA/BHQ-2 abasic DNA cleavage fluorescence | Potency, µM (top dose mostly 65.8 µM), for inactives: at the top dose activity change, negative = inhibition, hits mostly inhibitors | 350,000 compounds, 0.35% hits;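 also: potency is read from the fitted curve at half-maximal effect; plate controls were vehicle for no effect and reference inhibitor for full effect; nearly all actives have a fitted effect of over 55% in size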
Target sequence (P27695 whole entry, looked up): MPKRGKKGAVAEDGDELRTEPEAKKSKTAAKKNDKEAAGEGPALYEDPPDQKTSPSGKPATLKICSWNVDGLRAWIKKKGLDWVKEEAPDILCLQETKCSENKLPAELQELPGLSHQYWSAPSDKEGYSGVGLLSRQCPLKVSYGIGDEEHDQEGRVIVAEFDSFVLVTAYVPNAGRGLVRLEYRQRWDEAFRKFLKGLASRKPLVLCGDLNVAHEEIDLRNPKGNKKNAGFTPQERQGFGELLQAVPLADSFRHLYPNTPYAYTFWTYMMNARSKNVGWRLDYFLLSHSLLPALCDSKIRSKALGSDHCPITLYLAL
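Compound pre-exposure to 0.75 nM APE1, 15 min at ambient temperature. Reaction initiated with 50 nM TAMRA/BHQ-2 THF substrate, read immediately in kinetic mode, 525 nm excitation, 598 nm emission.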
Pol kappa inh – DNA polymerase kappa (human) inhibition | Q9UBT6 | purified Pol kappa, fluorescent DNA synthesis assay, 10 min | Potency, µM (titrated, usually from 107 µM), without a hit: top-dose activity, negative = inhibition, hits mostly inhibitors | 400,000 compounds, 0.53% hits | AID 588579; also: potency is read from the fitted curve at half-maximal effect; % is scaled to controls: 0 for no effect and ±100 for the full control effect
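Kinetic fluorescence screen: compound preincubated 15 min RT with 10 nM enzyme; 50 nM substrate (final) initiates; reads at 0/10 min.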
Anesthetic bind – candidate novel general anesthetic via apoferritin binding. P02791. 350,000 compounds, 0.074% hits. apoferritin/1-aminoanthracene competitive binding, fluorescence. Potency, µM (doses to about 77.5 µM), for inactives: top-dose activity change, negative = displacement, hits mostly inhibitors. AID 485281; also: potency is read from the fitted curve at half-maximal effect; % is scaled to controls: 0 for no effect and ±100 for the full control effect; nearly all actives have a fitted effect of over 20% in size
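10 uM apoferritin + 50% sat. 1-AMA, PBS; cpd 10 min RT; Ex380/Em535 endpoint; normalized to free probe vs complex; 4-param Hill fit; propofol titration as pos. ctrl.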
Pol iota inh – inhibitors of human DNA polymerase iota; Pol iota fluorescent replication assay, 10 min; Potency, µM (titrated, usually from 115 µM), inactives show at the top dose activity, negative = inhibition, hits mostly inhibitors; 390,000 compounds, 1% hits; AID 588590; also: potency is read from the fitted curve at half-maximal effect
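Pol iota at 10 nM preincubated 15 min with compounds at room temperature; reaction started with fluorescent substrate, 50 nM final. Fluorescence read kinetically at 0 and 10 min; buffer-only wells as negative control.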
POLB inh – inhibitors of human DNA polymerase beta | 340,000 compounds, 1.3% hits | Pol beta primer extension/strand displacement, fluorescence kinetic | P06746 | Potency, µM (highest dose often 114 µM), for inactives: at the top dose activity change, negative = inhibition, most hits filed as inhibitors; also: potency is read from the fitted curve at half-maximal effect; % is scaled to controls: 0 for no effect and ±100 for the full control effect
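10 nM enzyme + cpd, 15 min RT; start with substrate 50 nM final; read 0 min and after 10 min RT. Corrected, normalized data; 4-parameter Hill curve fit.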
BLM helicase inh – Bloom syndrome helicase (human) inhibition. P54132. recombinant BLM DNA unwinding, fluorescence dequenching. Potency, µM (series often up to 56.1 µM), without a hit: top-dose activity change, negative = inhibition, usual class: inhibitors. 350,000 compounds, 0.2% hits;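 also: potency is read from the fitted curve at half-maximal effect; plate controls were vehicle for no effect and no enzyme for full effect; nearly all actives have a fitted effect of over 35% in size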
Pol eta inh – DNA polymerase eta (human) inhibition; Potency, µM (doses to about 114 µM), for inactives: at the top dose activity change, negative = inhibition, actives largely listed as inhibitors; Q9Y253; AID 588591; 390,000 compounds, 1.2% hits; recombinant Pol eta, fluorescent DNA replication assay; also: potency is read from the fitted curve at half-maximal effect; % is scaled to controls: 0 for no effect and ±100 for the full control effect
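Pol eta (10 nM) was preincubated with compounds for 15 min at room temperature, after which fluorescent replication substrate (50 nM final) was added to start the reaction. Fluorescence was read kinetically at 0 and 10 min.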
Tb PGK inh – T. brucei PGK inhibition | P07378 | PGK/GAPDH coupled, Kinase-Glo luminescence, 60 min | Potency, µM (top dose mostly 57.5 µM), for inactives: at the highest dose activity change, negative = inhibition, most hits filed as inhibitors | 380,000 compounds, 0.043% hits; also: potency is read from the fitted curve at half-maximal effect; % is scaled to controls: 0 for no effect and ±100 for the full control effect; nearly all actives have a fitted effect of over 60% in size
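Recombinant glycosomal PGK reaction used 1,3-bisphosphoglycerate generated in-well by GAPDH (100nM final) in 100mM TEA pH 7.6, 5mM MgCl2, 0.01% Tween-20. After 60 minutes at room temperature, ATP was read by Kinase-Glo Plus luminescence end-point.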
Starred values were filed as active, the others as inactive; i = inactive; ? = inconclusive; · = no result given; & = joins results of further samples; [ ] = another dose, or the depositor's remark. Unless noted, calls follow the shape of the dose curve; as a rule, active = well fitted curve in the direction sought with a large enough effect; inconclusive = small, poorly fitted or top-dose-only effect, or another doubt; inactive = no such curve, though single readings can be large; an effect the other way counts as inactive or inconclusive. Only part of the results is shown (hit frequency here may not be typical).

SMILES | RXFP1 antag | APE1 inh | Pol kappa inh | Anesthetic bind | Pol iota inh | POLB inh | BLM helicase inh | Pol eta inh | Tb PGK inh
Cc1cccc(C(=O)OCC(=O)NC(=O)NCc2ccccc2)c1 | -1 | 15% | -9% | · | 31%[activator] | · | · | 2% | 4%
Cn1cnnc1-c1cccc(NS(=O)(=O)c2ccc(N3CCCC3=O)cc2)c1 | 7 | -2% | -1% | -8% | 11% | 29% | 4% | 0% | -2%[11.5 µM]
CCOC(=O)c1ccc(NC(=O)Nc2ncc(Cl)cc2Cl)cc1 | · | -4% | · | 2% | · | 2% | -9% | · | ·
Cc1cc(/C(N)=N/OC(=O)Nc2cccc(C(F)(F)F)c2)no1 | -12 | 11% | 7% | -7% | 8% | 2% | 0% | -15% | -9%
CCc1ccc(/C=N/NC(=O)c2cc(-c3ccccc3OC)nc3ccccc23)s1 | -7 | -6% | -10% | 4% | -14% | 0% | -5% | -8% | -3%
O=C(Cc1ccc(Cl)cc1)NCC(c1cccs1)S(=O)(=O)c1ccccc1 (stereo not given) | -11 | · | -4%[60.1 µM] | 8% | -13% | 5% | -3% | 0% | -3%
COc1ccc(CN2CCSCC2)c(OC)c1C | -29 | 45%[activator] | -7% | -7% | 116%[activator] | 10% | -3% | -17% | -5%
COc1ccc(OCCCC(=O)Nc2ccc(S(=O)(=O)N3CCOCC3)cc2)cc1 | 7 | -12% | -10% | · | 10% | · | · | -8% | 0%
Cc1ccc(NC(=O)CSc2nnc(C)n2-c2ccccc2)cc1 | 2 | 0% | -1% | -8% | -4% | 4% | 3% | -22% | i
CC(=O)Nc1cccc(NC(=O)c2ccc3c(c2)CCN3S(=O)(=O)c2ccccc2)c1 | -3 | -3% | 0% | 2% | 8% | 2% | -2% | -7% | 11%
CCOC(=O)C1=C(C)N=c2s/c(=C\c3cccc(OCC(=O)O)c3)c(=O)n2C1c1ccccc1OC (stereo not given) | 2 | -91% | 13% | 4% | -13% | -18% | -7% | -6% | i
Cn1c(NC(=O)c2cccnc2)nc2ccccc21 | · | -1% | -6% | 3% | 21% | 4% | 1% | -1% | -11%
COc1ccc(NC(=O)CSC2=Nc3ccccc3C3=NC(Cc4ccccc4)C(=O)N23)cc1 (stereo not given) | -1 | · | -4%[60.1 µM] | 2% | -2% | -6% | 2% | -2% | -3%
COc1cccc(C2CC(c3ccccc3Cl)n3nnnc3N2)c1 (stereo not given) | 1 | 25% | -7% | -10% | 2% | 6% | -3% | 0% | -8%
Cc1ccc(C(=O)COc2nc(C)cc(C)c2C#N)cc1 | -14 | 0% | -2% | ? | ? | 8% | -1% | -7% | -11%
COc1ccc(C(=O)/C=C/c2ccsc2)cc1CSCC(=O)O | -17 | -10% | -17% | -7% | 13µM* | 35µM* | -10% | 20µM* | -6%
COc1ccc(C(=O)NCC(c2cccnc2)N2CCN(c3ccccc3F)CC2)cc1OC (stereo not given) | -17 | · | -7% | -5% | 6% | -21% | 0% | -9% | -6%
CCCN1CCN(c2nc(-c3cccs3)nc3ccccc23)CC1 | -10 | -3% | -4% | ? | -9% | -14% | 59%[activator] | -19% | -13%
CC(C)c1nnc(NC(=O)c2ccc(N3C(=O)CCC3=O)cc2)s1 | -9 | -4% | 16% | -7% | 14% | ? | 0% | -8% | -8%
COc1ccc(C2(C(=O)N3CCOCC3)CCOCC2)cc1OC | -5 | 5% | -2% | -6% | 5% | 29% | -1% | -7% | -2%
O=C(CSc1ncn[nH]1)Nc1nsc(-c2ccccc2)n1 | -11 | 0% | 5% | -9% | 10% | 16% | 5% | -17% | -13%
CC1Cc2ccccc2N1C(=O)CSc1nnc(-c2ccccc2)c(-c2ccccc2)n1 (stereo not given) | 5 | -1% | 4% | -14% | -15% | 29% | -10% | -9% | -10%
COc1ccccc1CN1C(=O)c2ccccc2C1C(=O)NC1CCC(C)CC1 (stereo not given) | -9 | 2% | -4% | -21% | 73%[activator] | -26% | -10% | -20% | -2%
Cc1ccc(-c2nnc(N3CCN(C(=O)c4cccs4)CC3)c3ccccc23)cc1 | -4 | 2% | -1% | -6% | -8% | 1% | 0% | -14% | 0%
CCOC(=O)c1cccc(NC(=O)C2CCCN(S(=O)(=O)c3c(C)n[nH]c3C)C2)c1 (stereo not given) | -2 | 12% | -10% | -6% | -5% | 33% | -3% | 3% | i
CCN(CC)Cc1cc(O)c(CN(CC)CC)cc1O | 0 | 6.3µM* | 8.9µM* | -8% | ? | 3.5µM* | -2% | 50µM* | -26%
COCCNC(=O)c1cn(Cc2c(F)cccc2Cl)nn1 | 6 | 3% | -3% | -6% | 10% | 0% | -3% | 5% | -10%
COc1cc(S(=O)(=O)Nc2ccc(C(=O)NCC(=O)O)cc2)ccc1NC(C)=O | 5 | 11% | -2% | -5% | 153%[activator] | -12% | -6% | -17% | 5%
CCOC(=O)NC(Nc1nnc(C)s1)(C(=O)OCC)C(F)(F)F (stereo not given) | 4 | 4% | 4% | -9% | 11% | 2% | 0% | -9% | 11%
Cc1ccc(NC(=O)Nc2cn(C)c(=O)c3ccccc23)c(Cl)c1 | · | · | -14% | -3% | 71µM* | ? | -13% | 5% | i
COc1cc(C(=O)NCCC2=CCCCC2)cc(OC)c1OC | 17 | -4% | -1% | -11% | 6% | 3% | 1% | -8% | -7%
Cc1ccc(C)c(Nc2cc(C(=O)NC3CCCCC3)c3ccccc3n2)c1 | 0 | · | 1% | -3% | -18% | 17% | -1% | -3% | -4%
CC(C)(C)c1ccc(C(=O)NCCCNC(=O)c2ccccn2)cc1 | -27 | 7% | -6% | -11% | 9% | -22% | -2% | 5% | 0%
CCn1ccc2cc(S(=O)(=O)N3CCCN(C(=O)Nc4cccc(SC)c4)CC3)ccc21 | · | · | -10%[60.1 µM] | 1% | 8% | -5% | -4% | -19% | i
Cc1cc(C)n2nc(C(=O)NCCc3ccccc3)nc2n1 | -7 | -5% | -10% | -20% | 1% | 0% | -7% | 3% | -2%
CCOc1ccc(N(CC(=O)NC2CCCCC2)C(=O)CCCC(=O)Nc2ccccn2)cc1 | -30 | 18%[12.4 µM] | -8% | -9% | ? | 15% | 0% | -3% | 5%
COc1ccc(-c2cc(C(F)(F)F)nc(SCCC(=O)N3CCCC3)n2)cc1 | -13 | -1% | -2% | 0% | 39%[activator] | -13% | 2% | 0% | -5%
Cc1ccc(-c2nnc3n2N=C(c2ccccc2Br)CS3)cc1 | -15 | 2% | -2% | ? | ? | 0% | -1% | -6% | -7%
Cc1cccc(OCc2nc(-c3cccnc3)no2)c1 | -4 | 1% | -7% | -13% | 37%[activator] | 21% | -3% | -9% | 6%
Cc1c(CCOC(=O)CC23CC4CC(CC(C)(C4)C2)C3)sc[n+]1Cc1ccc([N+](=O)[O-])cc1 | -1&6 | 6% | 10% | ? | 14%&-10% | 0% | -7% | -10%&-22% | -8%&-1%
CCn1c(SCC(=O)Nc2nc(C)cs2)nnc1-c1cccnc1 | -4 | -2% | 5% | -8% | -11%[58.9 µM] | 0% | 0% | 1% | -4%
COc1cc(NS(=O)(=O)c2cnc(N)nc2)cc(OC)c1 | -5 | · | -5%[60.1 µM] | 0% | 15% | 29% | -1% | 15% | 1%
OC(CNCc1ccccc1)COCc1ccc(Cl)cc1 (stereo not given) | 2 | 3% | 0% | -18% | 147%[activator] | 3% | 3% | -17% | -5%
CN(C)CCCNC(=O)c1cc(C(=O)Cc2ccc(Cl)cc2)c[nH]1 | 5 | 38% | 3% | ? | -19% | 2% | 3% | -16% | ·
CC(CCc1ccccc1)NC(=O)c1cncc(Br)c1 (stereo not given) | -5 | 12% | 0% | -14% | 16% | -4% | -4% | -9% | -7%
Cc1ccc(C(=O)Nc2cc3c(cc2N2CCCC2)n(C)c(=O)c(=O)n3C)cc1 | -8 | · | 15% | -7% | 5% | ? | 2% | 3% | 5%
C=CCn1ccc2c([N+](=O)[O-])cccc2c1=O | -11 | -3% | -24% | -17% | 86%[activator] | -1% | -3% | -2% | -5%
Cc1cnc(CNC(=O)c2ccc3oc(Cc4ccc(Cl)cc4)nc3c2)cn1 | 1 | 6% | -5% | -21% | 9% | 46% | -3% | -4% | 3%
COc1cc(Nc2ccccn2)cc(C(=O)Nc2cccc(C(F)(F)F)c2)c1 | -16 | -11% | -10% | -10% | -22% | -19% | -29% | -16%&-7% | -5%&-10%
O=C(NCc1ccccn1)C1(C(F)(F)F)CC(CCCO)CCCO1 (stereo not given) | · | 1% | 5% | -4% | 21% | · | 1% | · | ·
Cc1ccccc1Cn1c(CN2CCN(C(=O)c3ccco3)CC2)nc2c1c(=O)n(C)c(=O)n2C | -6 | -3% | -21% | -10% | 6% | 3% | -3% | -5% | 5%
Cc1ccccc1N(Cc1cc(=O)[nH]c2ccccc12)C(=O)CCl | · | -14% | · | 4% | · | -3% | -6% | · | ·
CCCSc1nsc(SCCC)c1C(N)=O | 5 | 11% | -10% | -9% | 8% | 6% | 0% | -6% | 0%
O=[N+]([O-])c1ccccc1Nc1ccccc1[N+](=O)[O-] | -5 | · | -2% | · | 11% | · | · | -14% | i
Cc1csc(NC(=O)C(C)Oc2ccc(Cl)cc2C)n1 (stereo not given) | -31 | -21% | -1% | · | -15% | · | · | -5% | -10%

4 of the compounds above, as tab-separated lines.
compound	RXFP1 antag	APE1 inh	Pol kappa inh	Anesthetic bind	Pol iota inh	POLB inh	BLM helicase inh	Pol eta inh	Tb PGK inh
Cc1ccccc1N(Cc1cc(=O)[nH]c2ccccc12)C(=O)CCl	·	-14%	·	4%	·	-3%	-6%	·	·
CCCSc1nsc(SCCC)c1C(N)=O	5	11%	-10%	-9%	8%	6%	0%	-6%	0%
O=[N+]([O-])c1ccccc1Nc1ccccc1[N+](=O)[O-]	-5	·	-2%	·	11%	·	·	-14%	i
Cc1csc(NC(=O)C(C)Oc2ccc(Cl)cc2C)n1 (stereo not given)	-31	-21%	-1%	·	-15%	·	·	-5%	-10%
